# RORA act = activators of orphan receptor RORA, primary screen, cell-based, luminescence | CHO-K1 Gal4-RORA LBD luciferase reporter; percent increase over mock-subtracted basal signal | 65,000 tested, 1.5% active | activation, % at 10 µM | Nuclear receptor ROR-alpha (Homo sapiens), P35398 | AID 560, 2006;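 active = activation above the mean of all tested compounds plus 3 SD, cut at about 49% in these data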;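 note: 0% = DMSO-treated RORA cells and 100% = added signal equal to DMSO minus mock-transfected cells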
# Target sequence (P35398 whole entry, looked up, the tested form may be a part): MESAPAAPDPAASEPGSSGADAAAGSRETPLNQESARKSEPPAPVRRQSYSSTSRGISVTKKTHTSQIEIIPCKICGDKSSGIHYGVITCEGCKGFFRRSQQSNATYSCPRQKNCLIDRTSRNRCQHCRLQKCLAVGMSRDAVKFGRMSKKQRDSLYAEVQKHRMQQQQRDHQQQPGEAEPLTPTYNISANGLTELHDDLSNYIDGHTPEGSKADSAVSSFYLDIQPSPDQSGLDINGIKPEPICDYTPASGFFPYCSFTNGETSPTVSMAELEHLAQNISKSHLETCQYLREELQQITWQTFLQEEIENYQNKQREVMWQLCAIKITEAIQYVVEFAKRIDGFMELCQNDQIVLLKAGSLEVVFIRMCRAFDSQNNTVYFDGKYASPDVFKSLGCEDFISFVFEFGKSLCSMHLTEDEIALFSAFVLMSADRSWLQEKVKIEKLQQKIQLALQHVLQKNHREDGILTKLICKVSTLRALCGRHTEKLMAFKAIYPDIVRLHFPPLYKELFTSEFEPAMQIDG
# HTR1E antagonist = 5-HT1E receptor antagonists, primary screen, cell-based, HTS; CHO 5-HT1E Ga15 NFAT-bla reporter, FRET, antagonist; inhibition, % at 6 µM; 65,000 tested, 0.99% active;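 active = inhibition above a set limit, the mean inhibition across every tested compound plus 3 SD, cut at about 29% in these data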;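 note: signal is the 460 over 535 nm emission ratio of beta-lactamase substrate; 0% = agonist plus DMSO wells and 100% = wells without agonist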
# Target sequence (P28566 whole entry, looked up): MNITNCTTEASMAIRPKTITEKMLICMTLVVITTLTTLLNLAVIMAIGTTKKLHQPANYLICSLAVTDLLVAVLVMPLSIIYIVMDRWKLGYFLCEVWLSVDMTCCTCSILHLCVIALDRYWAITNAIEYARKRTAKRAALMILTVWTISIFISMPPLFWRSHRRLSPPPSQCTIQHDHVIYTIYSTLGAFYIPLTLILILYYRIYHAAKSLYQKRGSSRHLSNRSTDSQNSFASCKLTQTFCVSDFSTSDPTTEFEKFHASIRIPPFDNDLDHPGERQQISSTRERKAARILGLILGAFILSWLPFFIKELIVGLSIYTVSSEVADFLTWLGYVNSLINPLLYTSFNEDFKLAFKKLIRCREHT
# SF-1 act = activators of human SF-1, primary screen, cell-based, CHO-K1, Gal4-SF-1 LBD, luciferase luminescence | activation, % at 10 µM | 65,000 tested, 1.9% active | CHO-K1 Gal4-SF-1 LBD luciferase reporter; % increase over DMSO SF-1-specific signal | AID 522, 2006;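 active = activation above the mean activation of all tested compounds plus 3 SD, cut at about 50% in these data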
#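 Material: CHO-K1 cells with Gal4–hSF-1 LBD chimera plus Gal4-driven luciferase / Input: 4,000 CHO-K1 cells per well / Incubation: compound exposure 20 h at 37 °C / Signal: luminescence read 15 min after SteadyLite luciferase reagent, after room-temperature equilibration / Read-out: percent activation versus DMSO / Benchmarks: DMSO negative control and −SF1 background wells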
# 5HT1a antag = human 5-HT1a receptor antagonists, primary screen, cell-based, CHO, Ga15 NFAT-bla reporter; 5-hydroxytryptamine receptor 1A (Homo sapiens), P08908; CHO 5-HT1a Ga15 NFAT-bla reporter, antagonist mode; inhibition, % at 10 µM; 62,000 tested, 0.68% active; AID 612, 2007;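 active = inhibition above the mean of all tested compounds plus 3 SD, cut at about 43% in these data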;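 note: receptor stimulated by 5-CT agonist at 100 nM near EC80; beta-lactamase reporter measured by ratiometric fluorescence of a cleavable substrate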
# NADH enzymes = inhibitors of PK/LDH coupling enzymes, profiling panel, artefact control, biochemical, MLSMR library; AID 774, 2007; 65,000 tested, 0.02% active; IC50, µM (top dose mostly 10 µM), for the others: top-dose inhibition; coupled PK/LDH NADH assays, four targets;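 active = single-dose screening hits from any of four coupled enzyme assays that gave an IC50 when retested across doses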;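 note: the DPM-DC format reads NADH fluorescence rather than 340 nm absorbance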
# 5HT1E ag = 5-HT1E receptor agonists, primary screen, cell-based, HTS; 5-hydroxytryptamine receptor 1E (Homo sapiens), P28566; CHO 5-HT1E Ga15 NFAT-bla reporter, FRET; 0% DMSO wells, 100% control agonist wells; activation, % at 6 µM; 65,000 tested, 0.69% active;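 active = activation above a set limit, the screen-wide mean activation plus 3 SD, cut at about 8.5% in these data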;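 note: 100% = positive control agonist at 1 µM giving full maximal response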
# MMP-13 inhibitor = human MMP13 inhibitors, primary screen, biochemical, FRET peptide cleavage; inhibition, % at 4 µM; Collagenase 3 (Homo sapiens), P45452; 65,000 tested, 0.07% active; MMP-13 fTHP FRET cleavage, Mca fluorescence;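 active = inhibition above the mean of compound-free control plate wells plus 3 SD, cut at about 14% in these data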;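 note: 0% = DMSO wells and 100% = wells with reference MMP-13 inhibitor after basal subtraction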
# tolC growth inh = growth inhibitors of E. coli tolC mutant, primary screen, strain BW25113 ΔtolC::kan, 384-well. 65,000 tested, 2.2% active. OD615. growth inhibition, % at 10 µM (by protocol);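 active = growth inhibition at or above a cutoff equal to the mean over every tested compound plus 3 SD, cut at about 60% in these data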;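 note: growth measured after 20 h incubation at 37 °C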
#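 Signal: optical density read at 615 nm; Assay system: E. coli ΔtolC::kan strain BW25113; Times: 20 h incubation with compound, 37 °C; Dosing: 10 µM final, single dose.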
# 5HT1a ag = human 5-HT1a receptor agonists, primary screen, cell-based, CHO, Ga15 NFAT-bla reporter; 5-hydroxytryptamine receptor 1A (Homo sapiens), P08908; activation, % at 10 µM; CHO 5-HT1a Ga15 NFAT-bla reporter, FRET ratio; 0% basal, 100% maximal reference agonist; AID 567, 2006; 65,000 tested, 0.56% active;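 active = activation above the screen-wide mean activation plus 3 SD, cut at about 19% in these data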;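 note: 0% = DMSO wells and 100% = 5-CT at EC100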
# * marks the source's active call; other numbers are inactive results; i = inactive; x = not tested or not shown; [ ] = another dose, or the depositor's remark.
item	SMILES	RORA act	HTR1E antagonist	SF-1 act	5HT1a antag	NADH enzymes	5HT1E ag	MMP-13 inhibitor	tolC growth inh	5HT1a ag
1	CC(C)CC(NC(=O)C1CCC(C)CC1)C(=O)Nc1ccccn1 (centres undefined)	18.9	-4.9	18.9	4.9	1.0%	-0.2	-3.5	6.7	0.1
2	CC(C)Cn1c(CN(Cc2ccccc2)Cc2ccccc2)nc2c1c(=O)n(C)c(=O)n2C	6.7	0.8	-9.5	13.4	2.0%	0.6	-0.8	55.0	2.3
3	CC1Cc2nc(SCC(=O)N3CCc4ccccc43)n(C)c(=O)c2S1 (centres undefined)	-11.0	4.0	-6.9	2.1	5.0%	-1.5	9.6	0.2	4.1
4	O=C(Nc1cnc2ccccc2c1)c1cccnc1	58.1*	0.7	75.0*	-0.7	0.0%	-0.4	8.4	-28.2	1.1
5	Nc1nnnn1NCc1cccc(OCc2ccccc2)c1	-1.7	-6.5	-9.9	7.7	0.0%	0.3	4.9	-3.5	-2.0
6	CCOC(=O)C(Cc1ccccc1)NC(=O)CCc1c(C)nc2ncnn2c1C (centres undefined)	-8.7	-12.1	12.1	-0.3	5.0%	-0.5	-1.1	-7.5	-0.8
7	CN(C)CCCOC(=O)Cc1ccc(Cl)cc1	4.0	-1.9	-2.0	-7.8	2.0%	-0.2	2.3	-25.1	0.0
8	CCN1C(=O)CSc2ccc(C(=O)NC3CCCCC3)cc21	1.1	3.0	24.5	1.2	5.0%	0.1	-2.7	1.3	1.1
9	Cc1cc(N2CCC(C)CC2)n2nc(C)c(-c3ccccc3)c2n1	28.9	0.2	-13.3	1.7	5.0%	-0.5	-3.4	40.3	1.5
10	CCOC(=O)c1ccc(NC(=O)CSc2nnc(-c3ccncc3)n2C)cc1	10.6	-7.1	8.4	-17.9	5.0%	1.4	5.6	-6.0	1.2
11	Cc1ccccc1C1CC(=O)NC2=C1C(=O)CCC2 (centres undefined)	10.9	3.2	1.3	-2.4	6.0%	-1.1	-5.8	-15.0	-0.6
12	CCOC(=O)CN1C(=O)C(C)(C)Oc2ccc(C(=O)NC(C)(C)CC)cc21	13.4	8.2	-15.3	2.3	5.0%	-0.2	1.6	-12.4	-4.7
13	O=C(CCn1[nH]c(=O)c2ccccc2c1=O)NCCO	-1.4	-0.2	22.6	-1.1	3.0%	-0.2	-0.2	-14.3	-1.5
14	NCCCC(=O)N1c2ccccc2Sc2ccccc21	-7.2	-11.4	11.9	7.0	1.0%	0.5	-0.3	-9.7	-1.0
15	CSc1nc(C)c2c(c1C#N)CCCC2	-16.4	5.4	-0.1	x	3.0%	-0.6	0.3	12.2	-0.9
16	O=C(OCC(=O)c1c[nH]c2ccccc12)c1ccco1	7.9	-7.9	26.4	10.0	6.0%	0.5	0.5	12.0	0.1
17	O=C1NCCCC1C(=O)N1CCN(C(=O)C2CCCNC2=O)CC1 (centres undefined)	13.5	2.6	-1.2	-5.3	7.0%	0.1	-2.8	-26.9	-0.6
18	O=C(CSc1nnc2ccccn12)c1ccc2c(c1)OCCO2	50.6*	-8.5	63.5*	-1.7	6.0%	0.1	-3.6	-7.5	-4.6
19	Cc1cc2ncn(C3CC(=O)N(Cc4ccc(N5CCCC5=O)cc4)C3=O)c2cc1C (centres undefined)	-21.5	-9.1	12.3	5.9	3.0%	1.3	6.0	-5.5	1.1
20	O=c1[nH]nc2n1CCCCC2	-30.7	-3.3	-4.3	x	3.0%	0.5	-4.0	-15.6	-2.2
21	O=S(=O)(NCc1cn2ccccc2n1)c1cc(F)ccc1F	-2.5	1.1	-1.1	-0.9	2.0%	0.7	-13.8	-14.9	-2.5
22	CCOc1ccc(C2c3c(oc4cc(C)c(C)cc4c3=O)C(=O)N2CCCN2CCOCC2)cc1 (centres undefined)	8.2	0.5	-10.4	-7.9	5.0%	0.4	1.2	3.9	0.2
23	CC1CN(Cc2nc3c(c(=O)n(C)c(=O)n3C)n2Cc2ccccc2)CC(C)O1 (centres undefined)	7.7	2.6	2.0	-8.9	4.0%	1.1	1.7	-6.8	1.2
24	CCOc1ccc(N(C(C)=O)C2C=CS(=O)(=O)C2)cc1 (centres undefined)	-17.3	8.9	-8.5	0.6	2.0%	-0.4	7.2	-8.7	0.8

# An excerpt from above, showing only tolC growth inh, SF-1 act and 5HT1a ag.
entry	Molecule	tolC growth inh	SF-1 act	5HT1a ag
16	O=C(OCC(=O)c1c[nH]c2ccccc12)c1ccco1	12.0	26.4	0.1
17	O=C1NCCCC1C(=O)N1CCN(C(=O)C2CCCNC2=O)CC1 (centres undefined)	-26.9	-1.2	-0.6

# (next part)
item	SMILES	RORA act	HTR1E antagonist	SF-1 act	5HT1a antag	NADH enzymes	5HT1E ag	MMP-13 inhibitor	tolC growth inh	5HT1a ag
25	CCOc1ccc(NS(=O)(=O)c2ccc(OCC(=O)N3CCCC3)cc2)cc1	15.3	0.6	5.0	-8.0	1.0%	-0.4	1.1	-4.0	0.9
26	N#Cc1nc(-c2ccc(F)cc2)oc1N1CCCC1	3.9	12.0	8.3	x	7.0%[fluoresces]	-0.4	i[fluorescence artefact?]	1.5	-1.0
27	COc1ccc(C)cc1S(=O)(=O)N1CCN(c2cccc(C(F)(F)F)c2)CC1	-9.4	10.3	-17.4	15.9	7.0%	-0.7	3.5	36.8	-1.6
28	CCOC(=O)c1[nH]c(C)c(C(=O)Nc2ccc3c(c2)CCC3)c1C	5.0	-3.4	25.9	6.0	4.0%	0.3	7.6	-2.9	-0.5
29	CCN(Cc1ccccc1)C(c1cc2cc(C)cc(C)c2[nH]c1=O)c1nnnn1CCOC (centres undefined)	21.8	2.4	-9.3	-10.4	10.0%	-0.6	-2.2	8.9	-0.3
30	Cc1ccc(NC(=O)C2CCCN(S(=O)(=O)c3cnc[nH]3)C2)c(Br)c1 (centres undefined)	-1.3	0.6	13.7	-1.8	2.0%	0.2	4.0	12.4	-0.3
31	O=C(C1CC1)N1CCN=C1SCc1ccccc1	14.6	6.3	-3.9	7.3	1.0%	1.0	-0.2	-4.2	-0.1
32	Cn1c(OCc2cccnc2)nc2c1c(=O)n(Cc1ccccc1)c(=O)n2C	-11.2	10.5	-1.7	x	3.0%	-1.4	4.5	19.9	-0.3
33	CNC(=O)c1cc2c(s1)CCCCCC2	-16.7	3.9	7.5	-1.5	4.0%	-1.5	1.2	12.5	0.7
34	COc1ccc(C2=NOC3(CC(=O)N(c4ccc(C)cc4)C3=O)C2)c(OC)c1 (centres undefined)	-8.7	5.4	0.5	9.2	5.0%	0.3	0.1	-10.6	-0.1
35	O=C(CCS(=O)NCc1ccccc1)NCc1ccccc1 (centres undefined)	-6.2	-0.6	1.1	-13.2	4.0%	0.7	2.8	-2.5	-1.9
36	CC(=O)Nc1ccc(OC(=O)c2cccs2)cc1	4.5	-3.5	-7.8	-12.6	2.0%	0.8	2.0	-4.6	-3.8
37	Nc1cc(C(=O)O)ccc1N1CCCCCC1	0.8	-6.0	13.2	-4.5	3.0%	0.1	-6.1	1.0	4.5
38	CCOC(=O)C1CCN(C(=O)CCn2c(=O)[nH]c3ccccc3c2=O)CC1	6.1	5.2	-0.2	6.2	4.0%	1.6	-3.0	-7.8	-0.5
39	CCOCCn1c(SCC(=O)OCc2ccccc2)nc2c1c(=O)[nH]c(=O)n2C	-4.0	-2.7	-4.8	9.0	5.0%	0.2	-1.4	0.3	-1.0
40	O=C1CN(C(=O)CC2c3ccccc3-c3ccccc32)CC(=O)N1	-7.0	2.7	-2.3	9.5	3.0%	-0.2	2.1	1.3	0.6
41	CCOC(=O)N1CCN(c2ccc3nnnn3n2)CC1	3.5	1.8	-6.1	8.0	1.0%	-0.1	0.9	-18.1	-1.9
42	Cc1noc(C)c1CSc1nc2cc(S(=O)(=O)N3CCOCC3)ccc2o1	-25.9	-8.3	9.8	-13.1	4.0%	1.2	-0.9	7.3	-2.1
43	CCN1C(=O)CSc2ccc(C(=O)OC)cc21	-22.8	1.0	15.2	2.2	1.0%	-0.5	-1.8	-8.7	-2.9
44	O=C1C2C3CCCC3=C3CCCC3C2C(=O)N1c1cccc(Cl)c1 (centres undefined)	0.7	6.7	-2.4	18.5	1.0%	-0.6	0.9	9.3	-1.1
45	CCN(CC)CCCN1C(=O)C(=O)/C(=C(/O)c2cc(C)ccc2C)C1c1cccnc1 (centres undefined)	16.6	6.0	8.9	0.1	6.0%	-0.7	1.3	-13.4	-2.6
46	CC(=O)c1cccc(NC(=O)C2CCN(S(=O)(=O)c3ccc(F)cc3)CC2)c1	-1.5	4.6	-3.2	14.0	4.0%	-0.7	-0.5	6.7	1.7
47	CCCn1c(CCC(=O)O)ccc1-c1cccs1	-23.7	-9.6	19.1	-10.0	6.0%	-0.5	-13.9	13.6	-0.4
48	COC(=O)c1[nH]c2ccc(F)cc2c1NC(=O)C1=COCCO1	-15.0	0.2	-15.8	12.5	9.0%	-0.7	-2.1	8.4	-1.8
49	Cc1cc(Cl)cc2c1NC(=O)[C@]21[C@@H]2C(=O)N(Cc3ccccc3)C(=O)[C@@H]2[C@@H]2CCCN21	-10.1	5.1	6.4	5.2	4.0%	-1.3	4.6	28.4	1.0
50	O=C(c1ccco1)N(c1ccccn1)c1ccccn1	-1.4	-6.5	14.7	5.1	0.0%	0.2	4.2	-10.7	-2.6
51	Fc1ccc(OCCOCCNCC2CCCO2)cc1 (centres undefined)	-1.4	6.1	-7.2	x	4.0%	0.2	-5.9	12.4	-0.2
52	CCCCn1c(SCC(=O)NCCc2ccc(OC)c(OC)c2)nc2c1c(=O)n(C)c(=O)n2C	-3.2	-0.6	-0.4	6.6	6.0%	2.2	-10.4	-23.0	1.5
53	Cc1nn(-c2ccccc2)c(N2CCCC2)c1/C=N/n1cnc2scc(-c3ccccc3)c2c1=O	-14.2	1.6	-0.8	1.0	2.0%	-0.7	-1.0	6.5	1.8
54	CCCC(=O)Nc1cccc(NC(=O)c2ccc3c(c2)OCCO3)c1	0.4	9.0	28.5	19.3	1.0%	-1.5	-3.8	14.8	-2.5
55	COc1cccc(CNC(=O)CN(C)S(=O)(=O)c2cnc[nH]2)c1	-13.1	-6.2	11.8	0.3	5.0%	-0.6	0.5	-9.8	-6.7
56	CCOC(=O)C1=C(C)NC(=O)NC1c1ccc(F)cc1 (centres undefined)	-18.4	4.4	3.0	-1.5	6.0%	-0.4	4.9	-12.9	-3.9
57	O=C(CC(Nc1ccccc1)C(=O)O)c1ccccc1 (centres undefined)	58.6*	0.8	34.9	12.5	2.0%	1.1	5.7	0.1	0.6

# Screens from PubChem BioAssay.

# The order is random. Share with any hit: about 7.2%.
